Assay outcomes: PubChem, National Center for Advancing Translational Sciences (NCATS)
LMNA splice mod: LMNA splicing modulation. Potency, µM (top dose mostly 46.1 µM), for inactives: at the top dose ratio change, negative = inhibition, hits mostly inhibitors. HeLa LMNA splicing GFP/RFP minigene ratio, 48 h. 200,000 tested, 0.01% active; active means well fitted inhibition curve with a large enough effect in the signal ratio, with a control signal flat, not every such curve was filed as active; inconclusive means small, poorly fitted or top-dose-only effect, or effect the other way, or a change in a side signal; the % refers to the signal ratio; further: potency means the concentration at half of the fitted maximal effect; on the % scale 0 is the no-effect control and ±100 the full control effect
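S3 HeLa cells stably expressing lamin A-EGFP splicing minigene plus DsRed2, 600 cells/well, 48 h compound exposure at 37C. Laser-scanning cytometry; analysed as GFP (500-530 nm)/RFP (575-640 nm) total intensity ratio; 0.5% DMSO vehicle.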
KinaseGlo FLuc: counter-screen: inhibitors of Kinase-Glo firefly luciferase; Q27757; Kinase-Glo luciferase, ATP luminescence, 8 min; Potency, µM (series often up to 38.3 µM), for inactives: top-dose activity change, negative = inhibition, hits mostly inhibitors; 200,000 tested, 0.28% active; AID 1379; further: potency means the concentration at half of the fitted maximal effect; on the % scale 0 is the no-effect control and ±100 the full control effect; nearly all actives have a fitted effect of over 60% in size
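Compound is pinned into ATP-containing buffer (10 uM ATP, imidazole pH 7.2, 7 mM MgCl2). Kinase-Glo luciferase reagent is then added. Light output is recorded following an 8-min room-temperature incubation.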
NPSR antag: blocks cAMP signaling of the human neuropeptide S receptor | Q6W5P4 | CHO-NPSR cells, cAMP TR-FRET, antagonist mode | Potency, µM (doses to about 38.3 µM), without a hit: top-dose activity change, negative = inhibition, usual class: inhibitors | 220,000 tested, 1% active | AID 1461; further: potency means the concentration at half of the fitted maximal effect; on the % scale 0 is the no-effect control and ±100 the full control effect; nearly all actives have a fitted effect of over 50% in size; many of its hits are not listed in these tables
aGal spleen mod: alpha-galactosidase A (human) modulation. P06280. human spleen homogenate, 4MU-alpha-Gal fluorescence, 40 min. Potency, µM (doses to about 80 µM), without a hit: at the top dose activity change, negative = inhibition, most hits filed as inhibitors. 240,000 tested, 0.008% active;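 further: potency means the concentration at half of the fitted maximal effect; 0% = enzyme with vehicle and -100% = no enzyme basal signal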
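Inhibition or activation of alpha-galactosidase in human spleen homogenate is scored by 4-MU fluorescence after 40 min at 37C, pH 5.0, with 1 mM substrate. AC50s come from concentration-response fitted to the Hill equation.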
Epigenetic reg: regulators of epigenetic silencing causing reporter derepression in mouse cells; murine LDR cells, GFP reporter derepression, 30 h; Potency, µM (doses to about 53.9 µM), without a hit: top-dose GFP activation, most hits filed as activators; 280,000 tested, 0.2% active; AID 1865; further: potency means the concentration at half of the fitted maximal effect; % of control where 0% means no effect; nearly all actives have a fitted effect of over 60% in size
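Reporter derepression read as number of fluorescent GFP-positive objects, 20-120 um in size, counted by laser-scanning cytometer. Mouse LDR line with an epigenetically silenced CMV-GFP locus; compound incubation 30 h, 37 C.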
IMPase Li inh: membrane-permeable IMPase blocker, potentiated with lithium; CHO-M1 cells, IP1 TR-FRET (IP-One), carbachol + lithium; Potency, µM (highest dose often 59.4 µM), for the others: top-dose activity, negative = IMPase inhibition, usual class: inhibitors; 210,000 tested, 0.35% active; AID 1457;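 further: IP1 builds up when IMPase is blocked and the TR-FRET signal falls; potency means the concentration at half of the fitted maximal effect; plate controls were basal vehicle for no effect and high inhibitor control for full effect; nearly all actives have a fitted effect of over 50% in size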
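CHO cells stably expressing M1 receptor (2000/well, cultured 16–30 h) treated 30 min at 37C with compound plus low lithium. Cytosolic IP1 by TR-FRET (665/620 ratio and 620 channel) after 10 min lysis; AC50 by Hill fit.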
CBFb RUNX1 block: blocks binding between human CBF-beta and RUNX1 | 230,000 tested, under 10 active | Q01196+Q13951 | Potency, µM (highest dose often 59.8 µM), for the others: top-dose activity, negative = inhibition, hits mostly inhibitors | AID 1477 | AlphaScreen CBFb-His/RUNX1-biotin binding, biochemical; further: % of control where 0% means no effect
Target sequence (Q01196 whole entry, looked up): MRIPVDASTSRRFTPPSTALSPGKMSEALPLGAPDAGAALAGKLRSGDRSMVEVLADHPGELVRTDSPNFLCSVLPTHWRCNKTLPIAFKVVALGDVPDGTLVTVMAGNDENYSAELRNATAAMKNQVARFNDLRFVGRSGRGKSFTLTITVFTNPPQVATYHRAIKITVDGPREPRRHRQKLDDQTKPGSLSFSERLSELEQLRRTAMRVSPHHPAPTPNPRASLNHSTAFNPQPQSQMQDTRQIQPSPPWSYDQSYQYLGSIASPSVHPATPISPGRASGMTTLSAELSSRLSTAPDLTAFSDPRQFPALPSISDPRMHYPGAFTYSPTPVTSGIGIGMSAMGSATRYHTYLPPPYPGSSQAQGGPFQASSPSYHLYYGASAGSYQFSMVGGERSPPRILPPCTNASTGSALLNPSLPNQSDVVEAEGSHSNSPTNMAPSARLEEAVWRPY
Target sequence (Q13951 whole entry, looked up): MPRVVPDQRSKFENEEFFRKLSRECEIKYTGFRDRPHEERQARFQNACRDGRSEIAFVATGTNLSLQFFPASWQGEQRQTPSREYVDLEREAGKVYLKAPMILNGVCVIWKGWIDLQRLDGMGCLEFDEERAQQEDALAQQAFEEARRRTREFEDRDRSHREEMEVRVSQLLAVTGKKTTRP
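Read-out: AlphaScreen. Format: His-CBF-beta with biotinylated RUNX1 (30 nM each) preincubated 20 min, compound 15 min, Ni-chelate plus streptavidin beads 90 min; room temperature throughout.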
* = called active by the depositor; ? = inconclusive; . = not tested or not shown; & = joins results of further samples; [ ] = remark or other dose. Unless noted, the call rests on the fitted dose curve; in most records, active means well fitted curve in the direction sought with a large enough effect; inconclusive means small, poorly fitted or top-dose-only effect, or another doubt; inactive means no such curve, though single readings can be large; an effect the other way counts as inactive or inconclusive. Only part of the results is shown. The share of hits here may be higher or lower than overall.

| compound | LMNA splice mod | KinaseGlo FLuc | NPSR antag | aGal spleen mod | Epigenetic reg | IMPase Li inh | CBFb RUNX1 block |
| --- | --- | --- | --- | --- | --- | --- | --- |
| O=C(NC1CCCc2ccccc21)C1CCCO1 (configuration not stated) | -7% | 1% | 1%[46.1 µM] | 2% | -1.0% | 16%[38.3 µM] | -1% |
| Cc1nc2c(C(=O)NCCc3ccccc3Cl)c[nH]n2c(=O)c1Cl | 0% | 0% | 1% | 6% | -5.0% | -7% | 2% |
| COc1ccc(-c2csc(NC(=O)COC(=O)C3=COCCO3)n2)cc1 | -8%[9.22 µM] | -3% | 8% | -6% | 1.1% | 4% | 3% |
| NS(=O)(=O)c1ccc(CCNS(=O)(=O)c2ccccc2)cc1 | . | 1% | 9% | -1% | 0.1% | 3% | 2% |
| N#Cc1c2n(c3c(=O)n(CC(=O)c4ccc(Br)cc4)cnc13)CCCC2 | 2% | 0% | 6%[46.1 µM] | 1% | -0.8% | 0%[38.3 µM] | -1% |
| Cn1c(C(=O)NCCCN2CCCC2=O)cc2c(=O)n(C)c3ccccc3c21 | -24% | 13% | -19%[46.1 µM] | -4% | -1.0% | 14%[38.3 µM] | 1% |
| CC[n+]1c(C)n(-c2ccccc2)c2ccc(NC(C)=O)cc21 | . | -2% | 11% | 7% | 0.2% | 12% | 12% |
| CCC(C)c1ccc(O)c(NC(=O)c2cccnc2)c1 (configuration not stated) | -10% | -1% | -17%[46.1 µM] | 4% | -1.3% | 10µM* | -5% |
| c1csc(-c2ncc3ccccn23)c1 | 0% | -2% | -13%[46.1 µM] | 0% | -2.2% | 4% | -12% |
| COC(=O)Cn1cnc2c(cnn2-c2ccccc2)c1=O | . | . | 17% | 6% | -1.3% | -3% | -1% |
| O=C(O)c1nn(CC(=O)N(C2CCCCC2)C2CCCCC2)c(=O)c2ccccc12 | -15%[46 µM] | 2% | -59% | -5% | -5.1% | 33%[activator] | 11% |
| Cc1cc(NC(=O)CCc2ccc(S(=O)(=O)N3CCOCC3)cc2)n(-c2ccccc2)n1 | ? | -1% | -3%[46.1 µM] | 2% | -0.8% | 10% | -2% |
| C#CCOc1ccc(Br)cc1/C=N/O | 18% | -1% | 1%[46.1 µM] | 6% | 2.0% | 22%[38.3 µM] | 1% |
| O=C(COc1ccc(-n2ccnc2)cc1)Nc1cccc(Cl)c1 | -25%[46 µM] | 0% | 10% | -6% | -1.1% | 7% | 8% |
| CCc1ccc2oc(-c3ccc(OC)cc3)cc(=Nc3cccc(C(=O)O)c3)c2c1 | 22%[46 µM] | -8% | -27% | 11% | -5.8% | 10% | -10% |
| Cc1cc(Cl)ccc1Oc1nccc(N(C)C)c1C#N | -5% | 0% | -21%[46.1 µM] | 8% | -0.3% | 3%[38.3 µM] | 4% |
| CCc1ccc(-n2c(SCC(=O)N3CCC(C(=O)O)CC3)nnc2-c2ccncc2)cc1 | 14%[9.22 µM] | -2% | 13% | -8% | -2.4% | 3% | 1% |
| Cc1ccc(CSc2nc3c(c(=O)[nH]2)CCC3)cc1 | -13% | 2% | -22%[46.1 µM] | 2% | 9.0% | -4%[38.3 µM] | 5% |
| COc1ccc(NC(=S)Nc2ccc(S(N)(=O)=O)cc2)c(C)c1 | . | . | 11% | 4% | -0.2% | 15% | 1% |
| Cc1ccccc1NS(=O)(=O)c1ccc2c(c1)n(C)c(=O)n2C | . | -1% | -12% | 5% | -3.8% | -4% | 10% |
| Fc1ccc(/C=N/n2cnn(Cc3ccccc3Cl)c2=S)cc1 | 7%[46 µM] | 1% | -34% | 2% | -1.4% | -4% | 0% |
| N[C@H](C(=O)O)[C@H]1C[C@@H]1C(=O)O | ? | 1% | -5%[46.1 µM] | -3%&10% | -0.2%&1.1% | 7%&-2% | -6%&13% |
| Cc1cc(C(=O)CN2C(=O)NC3(CCCC3)C2=O)c(C)n1-c1ccc2c(c1)OCO2 | 4% | 2% | -7%[46.1 µM] | 8% | 1.1% | 4% | -11% |
| CC1(C)CC(=O)C2=C(C1)Nc1ccccc1N1C(=O)c3ccccc3C21 (configuration not stated) | 5% | -5% | -12%[46.1 µM] | -3% | -1.0% | 13%[38.3 µM] | 3% |
| CC(=O)c1cc(C#N)c(N(C)Cc2ccccc2)nc1C | ? | -1% | -1% | 1% | -4.5% | 20% | 12% |
| CCN(CC)c1ccc(NC(=O)Cn2nnc(-c3cccc(OC)c3OC)n2)c(C)c1 | -8% | -5% | -30%[46.1 µM] | -4% | -1.0% | 30%[38.3 µM] | 0% |
| OCC1(CCOc2ccccc2)CCN(Cc2cn[nH]c2-c2ccccc2)CC1 | 19%[46 µM] | -1% | -1% | -3% | 3.1% | 4% | -1% |
| CC1CCN(S(=O)(=O)c2ccc(C(=O)OCc3ccc4c(c3)OCO4)cc2)CC1 | 3% | -3% | -9%[46.1 µM] | 0% | 0.0% | 36%[38.3 µM] | -2% |

Shown with two lines to a compound: entries from further up
Second line of a record: LMNA splice mod, KinaseGlo FLuc, NPSR antag, aGal spleen mod, Epigenetic reg, IMPase Li inh, CBFb RUNX1 block
- Cc1cc(NC(=O)CCc2ccc(S(=O)(=O)N3CCOCC3)cc2)n(-c2ccccc2)n1
    ?, -1%, -3%[46.1 µM], 2%, -0.8%, 10%, -2%
- C#CCOc1ccc(Br)cc1/C=N/O
    18%, -1%, 1%[46.1 µM], 6%, 2.0%, 22%[38.3 µM], 1%
- O=C(COc1ccc(-n2ccnc2)cc1)Nc1cccc(Cl)c1
    -25%[46 µM], 0%, 10%, -6%, -1.1%, 7%, 8%
- CCc1ccc2oc(-c3ccc(OC)cc3)cc(=Nc3cccc(C(=O)O)c3)c2c1
    22%[46 µM], -8%, -27%, 11%, -5.8%, 10%, -10%
- Cc1cc(Cl)ccc1Oc1nccc(N(C)C)c1C#N
    -5%, 0%, -21%[46.1 µM], 8%, -0.3%, 3%[38.3 µM], 4%
- CCc1ccc(-n2c(SCC(=O)N3CCC(C(=O)O)CC3)nnc2-c2ccncc2)cc1
    14%[9.22 µM], -2%, 13%, -8%, -2.4%, 3%, 1%
- Cc1ccc(CSc2nc3c(c(=O)[nH]2)CCC3)cc1
    -13%, 2%, -22%[46.1 µM], 2%, 9.0%, -4%[38.3 µM], 5%
- COc1ccc(NC(=S)Nc2ccc(S(N)(=O)=O)cc2)c(C)c1
    ., ., 11%, 4%, -0.2%, 15%, 1%
- Cc1ccccc1NS(=O)(=O)c1ccc2c(c1)n(C)c(=O)n2C
    ., -1%, -12%, 5%, -3.8%, -4%, 10%
- Fc1ccc(/C=N/n2cnn(Cc3ccccc3Cl)c2=S)cc1
    7%[46 µM], 1%, -34%, 2%, -1.4%, -4%, 0%
- N[C@H](C(=O)O)[C@H]1C[C@@H]1C(=O)O
    ?, 1%, -5%[46.1 µM], -3%&10%, -0.2%&1.1%, 7%&-2%, -6%&13%

Compound profiles, as listed above. Order of values: LMNA splice mod | KinaseGlo FLuc | NPSR antag | aGal spleen mod | Epigenetic reg | IMPase Li inh | CBFb RUNX1 block
N#Cc1c2n(c3c(=O)n(CC(=O)c4ccc(Br)cc4)cnc13)CCCC2 is listed with 2% | 0% | 6%[46.1 µM] | 1% | -0.8% | 0%[38.3 µM] | -1%
Cc1nc2c(C(=O)NCCc3ccccc3Cl)c[nH]n2c(=O)c1Cl is listed with 0% | 0% | 1% | 6% | -5.0% | -7% | 2%
